Screening results as filed in PubChem BioAssay.
MEKK2wt PB1 HTS – raises or lowers MEK5 binding to wildtype human MEKK2 PB1 domain; AID 1531; binding response (% of control), % at 10 µM; 290,000 compounds, 1.1% hits; bead flow cytometry, Alexa488-MEK5 binding to MEKK2 WT; actives lie on both sides; in the data active means binding response below about 67% or above about 130%
OXTR ag – agonists of human oxytocin receptor; AID 2435; 320,000 compounds, 0.32% hits; activation, % at 3 µM; CHO-OTR cells, Fluo-8 calcium fluorescence; normalized: DMSO 0%, oxytocin 100%; P30559;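 active means activation above the mean of all tested compounds plus 3 SD, cutoff set per screening run, cut at about 20% in these data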;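 further: peak over basal fluorescence ratio from a 100 s FLIPR kinetic read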
GPR7 antagonist – human neuropeptides B/W receptor 1 antagonism; P48145; GPR7-expressing cells, fluorescence antagonist assay; inhibition, % at 4.4 µM; 290,000 compounds, 1.1% hits; AID 1861; in the data active means inhibition above about 16%, passing the limit was not always enough;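 further: cells stimulated with the agonist NPW; 0% = agonist with vehicle and 100% = vehicle without agonist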
Target sequence (P48145 whole entry, looked up): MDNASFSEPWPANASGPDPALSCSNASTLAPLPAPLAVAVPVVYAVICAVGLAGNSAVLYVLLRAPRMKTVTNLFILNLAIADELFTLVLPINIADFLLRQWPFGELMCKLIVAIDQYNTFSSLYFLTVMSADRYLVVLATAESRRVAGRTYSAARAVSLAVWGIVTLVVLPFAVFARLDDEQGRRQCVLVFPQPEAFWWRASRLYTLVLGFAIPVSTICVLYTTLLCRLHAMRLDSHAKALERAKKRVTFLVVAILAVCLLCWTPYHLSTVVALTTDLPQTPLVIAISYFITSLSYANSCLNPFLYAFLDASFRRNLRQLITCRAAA
MEKK3 PB1 HTS – raises or lowers MEK5 binding to the human MEKK3 PB1 domain | bead-based flow cytometry, Alexa488-MEK5 binding to MEKK3; actives lie on both sides; 0 = blocked by unlabeled MEK5, 100 = vehicle | binding response (% of control), % at 10 µM | 290,000 compounds, 1.4% hits;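 active means binding response more than 3 SD above or below the average of its plate-row segment, actives on both sides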;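 further: Alexa488 bead fluorescence after subtracting the streptavidin-only scavenger bead signal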
Target sequence (Q99759 whole entry, looked up, the tested form may be a part): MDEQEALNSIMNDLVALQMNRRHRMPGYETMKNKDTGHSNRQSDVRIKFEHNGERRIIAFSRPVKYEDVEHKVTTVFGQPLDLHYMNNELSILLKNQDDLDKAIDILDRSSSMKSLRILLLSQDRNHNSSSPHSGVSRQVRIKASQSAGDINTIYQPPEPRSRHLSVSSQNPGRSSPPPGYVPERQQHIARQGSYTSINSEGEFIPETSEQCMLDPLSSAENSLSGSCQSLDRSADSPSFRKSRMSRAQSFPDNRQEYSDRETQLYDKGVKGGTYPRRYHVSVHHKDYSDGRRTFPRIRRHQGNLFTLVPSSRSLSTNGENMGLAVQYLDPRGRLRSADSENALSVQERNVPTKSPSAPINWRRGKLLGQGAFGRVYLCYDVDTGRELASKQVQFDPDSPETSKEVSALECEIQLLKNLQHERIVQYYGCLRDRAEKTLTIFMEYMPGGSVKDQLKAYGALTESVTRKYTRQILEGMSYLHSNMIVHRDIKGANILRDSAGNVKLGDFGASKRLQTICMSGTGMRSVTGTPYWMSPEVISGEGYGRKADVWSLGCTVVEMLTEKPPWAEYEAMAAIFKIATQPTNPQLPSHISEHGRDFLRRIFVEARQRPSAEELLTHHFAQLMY
NALP1 yeast inh – NALP1 inhibition. S. cerevisiae NALP1/ASC/caspase-1 growth, X-gal OD620, 72 h. inhibition, % at 10 µM. 280,000 compounds, 0.61% hits. AID 2071; in the data active means inhibition mostly above about 24%, no sharp cut-off; inactive means mostly below about 32%; further: some compounds called inactive have numbers as strong as hits
GalR3 antagonist – antagonists of human GalR3; HEK293 GalR3-CNG cAMP membrane potential fluorescence; galR3 body fused to GalR1 C-terminus; AID 651719; inhibition, % at 3 µM; O60755; 360,000 compounds, 0.44% hits;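 active means inhibition above the screen-wide average plus 3 SD, cut at about 13% in these data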;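 further: forskolin and galanin both at EC90 stimulate the cells; cAMP rise reported by CNG channel membrane potential dye signal; 0% = forskolin plus galanin with DMSO and 100% = forskolin alone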
MEKK2 mut-MEK5 – signal of MEK5 binding to mutant human MEKK2 PB1 domain | 290,000 compounds, 0.35% hits | bead flow cytometry, Alexa488-MEK5 binding to MEKK2 mutant | percent response, % at 10 µM; in the data active means percent response above about 24%, passing the limit was not always enough; further: inactives centre near 1; some results filed as inactive read as strong as hits; reference of the scale not given here
PHOSPHO1 inh – inhibitors of human PHOSPHO1 phosphatase | inhibition, % at 13.3 µM | 290,000 compounds, 1.1% hits | Q8TCT1 | recombinant PHOSPHO1, absorbance phosphatase assay; in the data active means inhibition above about 60%
V1R ag counter – activates human V1a receptor in oxytocin agonist counter-screen; P37288; CHO-V1R cells, Fluo-8 calcium fluorescence, agonist mode; 0% DMSO, 100% 3 nM vasopressin; activation, % at 3 µM; 320,000 compounds, 0.25% hits; AID 2797;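 active means activation above the mean activation of all tested compounds plus 3 SD, per screening run, cut at about 20% in these data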;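 further: signal is peak over basal fluorescence ratio across a 100 second FLIPR read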
An asterisk follows results filed as active; . = not tested or not shown; & = joins results of further samples; [ ] = remark or other dose.

SMILES	MEKK2wt PB1 HTS	OXTR ag	GPR7 antagonist	MEKK3 PB1 HTS	NALP1 yeast inh	GalR3 antagonist	MEKK2 mut-MEK5	PHOSPHO1 inh	V1R ag counter
COc1ccc(OC)c(NC(=O)c2nc3ccccc3s2)c1	3.0*[inhibitor]	0.2	2	3.0*[inhibitor]	13	7	2	-29	0.9
CCOC(=O)c1c(C)cc(C)n2c1nc1ccccc12	108	-3.0	-6	102	9	-3	3	29	-0.9
Cc1ccc(NC(=O)c2ccc(NCCN)c([N+](=O)[O-])c2)cc1	109	-0.1	4	103	37	-5	-1	-5	0.4
S=C(NC1CC1)N1CCCc2ccccc21	101	-0.1	-4	100	10	2	2	36	-0.4
COC(C[C@H]1O[C@H]1C(=O)[C@@H](C)OCc1ccccc1)OC	104	3.9	.	105	.	-3	-2	.	0.2
CCOP(=O)(OCC)C(NC(=O)Nc1ccc(C)cc1)C(N)=O (configuration not stated)	101	0.3	-9	104	0	-7	-2	12	1.1
N#Cc1ccc(OCc2ccc(C(=O)O)o2)cc1	104	1.2	1	105	-8	-10	9	33	0.1
COc1cc(/C=C2/SC(=S)NC2=O)ccc1OS(=O)(=O)c1ccc(C)cc1	93	4.4	5	101	6	.	-2	-29	12
Cc1cc(C)c2cc3c(ccn3C3OC[C@H](O)[C@H](O)[C@H]3O)cc2n1 (some centres not stated)	6.0*[inhibitor]	-0.4	7	102	1	4	12	-14	1.2
CC(=O)N1c2c(cc(Br)cc2S(=O)(=O)Nc2c(C)n(C)n(-c3ccccc3)c2=O)CC1C (configuration not stated)	100	1.7	-5	100	-10	-3	0	-17	-0.6
COCc1cc(C)nc(N/N=C/c2ccc(-c3ccc(C(=O)O)c(Cl)c3)o2)c1C#N	85	-0.2	-12	92	9	.	-16	-146	0.3
Clc1ncnc2scc(-c3ccc(Br)cc3)c12	99	-2.3	3	101	27	-2	-2	-16	-0.2
Cc1ccc(-c2cc(-c3ccc4c(c3)OCO4)c(C#N)c(N)n2)o1	105	-1.0	1	98	-20	-12	1	15	0.1
COc1ccc(/C=N/n2c(=O)[nH]c3c([nH]c4ccc(Cl)cc43)c2=O)cc1CN1CCCCC1	127	-0.5	-6	101	14	-6	11	27	-0.4
CC(C)(C)c1ccc(C(=O)NNC(=O)c2cccc(Br)c2)cc1	103	0.5	14	105	24	-5	3	-15	1.6
Cc1ccc2c(Cn3cc(C(F)(F)F)cc(Cl)c3=O)cc(=O)oc2c1	96	-1.2	-7	98	18	-2	-3	8	-0.4
N#C/C(=C\c1ccccc1OCc1ccc(C(=O)O)cc1)c1ccccc1	55	3.2	4	50*[inhibitor]	1	2	-14	-2	1.3
CCC(c1nnnn1C1CCCCC1)N1CCN(C(=O)c2ccco2)CC1 (configuration not stated)	101	-0.4	4	100	2	-6	11	14	-0.2
CCOCCCNC(=S)N1CCC(C(=O)c2ccc(C)cc2)CC1	106	1.8	-13	103	0	-3	3	5	3.1
CC(=O)c1cccc(OCc2cc(C(=O)N3CCSCC3)no2)c1	112	0.6	-1	102	8	1	4	27	0.7
CCOC(=O)NC(Nc1ccc(OC)cc1)(C(F)(F)F)C(F)(F)F	92	3.0	-3	91	10	5	-2	-9	1.4
Cc1coc2c(C)c3oc(=O)c(CCC(=O)NCCCN4CCOCC4)c(C)c3cc12	103	0.6	-4	98	22	-1	-1	40	-0.5
Cc1nc2cc(NCc3cccs3)ccc2n1C	98	0.1	-15	103	2	-2	-7	-3	0.5
Cc1cc(C)cc(C(=O)NC(CC(N)=O)c2ccc(NCCN3CCOCC3)c([N+](=O)[O-])c2)c1 (configuration not stated)	100	1.0	-9	98	8	-2	-3	-7	-0.7
C=CCn1c(SCC(N)=O)nc2sc3c(c2c1=O)CCC3	105	-1.5	-3	105	2	-4	1	-2	-0.4
Cc1ccc(-c2csc(NC3OC(=O)c4ccccc43)n2)cc1 (configuration not stated)	103	3.0	2	102	25	-8	3	30	0.9
CCCCCC(=O)NC(NC(=S)N1CCOCC1)C(Cl)(Cl)Cl (configuration not stated)	109	-0.1	-7	94	0	0	3	-26	0.6
[O-][n+]1onc2c1CCc1c-2nc(-c2ccccc2)n1OCc1ccccc1	103	-1.2	0	106	14	1	2	21	1.1
Nc1cc(C(F)(F)F)ccc1C(=O)O	104	1.8	0	106	16	-1	5	-5	0.4
Cc1ccc(C(C[N+](=O)[O-])Sc2ccc(N)cc2)cc1 (configuration not stated)	94	2.8	2	98	26	-3	-9	47	-0.8
Cc1ccc(S(=O)(=O)c2c(C)nn(C(C)(C)C)c2OC(=O)c2ccco2)cc1	99	-2.5	14	98	13	9	2	29	-1.3
Cc1ccc(NC(=O)Cn2nnc(C(=O)NCc3ccccc3)c2N)cc1C	99	1.2	1	102	2	-2	0	4	1.1
O=C(c1ccc2ccccc2n1)N(CCO)Cc1ccccc1	103	-0.2	-6	103	9	-5	0	-16	-1.4
Cc1ccc(CNC(=O)COC(=O)CCC(=O)c2cccs2)cc1	92	-0.5	1	96	8	4	-8	16	-0.5
CC1CN(C(=O)CCC(=O)NCc2ccc(Cl)cc2)c2ccccc2O1 (configuration not stated)	101	2.0	8	102	7	.	4	23	3.0
CCOc1ccc(C(C(=O)NCCC(C)C)N(CCO)C(=O)c2snc(C(N)=O)c2N)cc1 (configuration not stated)	110	-1.3	-7	103	-4	-2	8	35	-0.2
CCC(=O)Nc1nc(OC)cc(OC)n1	108	-1.1	7	104	-6	-1	16	-14	0.4
Brc1ccccc1-c1nnc(COc2cccc3cccnc23)o1	89	-0.1	0	84	17	2	-12	28	0.4
COc1ccccc1NC(=O)COC(=O)Cc1ccc(S(=O)(=O)N2CCCCC2)s1	95	-0.8	-5	96	1	-4	-7	9	0.0
O=S(=O)(Nc1nc2ccccc2nc1Cl)c1ccc2ccccc2c1	90	2.6	1	88	8	6	-2	-13	3.9
COc1ccc(C(=S)Nc2ccccc2)cc1	.	-1.6	6	.	19	-6	.	2	-0.6
COc1ccccc1N1CCN(C(=O)c2noc(C)c2[N+](=O)[O-])CC1	103	1.6	-4	99	-12	-2	2	24	4.1
Clc1nc(CN2CCCCC2)nc2sc3c(c12)CCC3	86	0.4	1	85	27	2	-19	-32	0.3
COc1ccc2[nH]c3c(N4CC(C)OC(C)C4)ncnc3c2c1 (configuration not stated)	91	-0.1	-14	90	1	-3	-11	9	-0.8
C[C@H](CCC(=O)O)[C@H]1CC[C@H]2[C@@H]3[C@H](O)C[C@@H]4C[C@H](O)CC[C@]4(C)[C@H]3C[C@H](O)[C@]12C	111&107	-0.8&0.3&0.3	-4	105&106	6	1&-2	8&2	25	0.3&0.2&0.9

As a short view, some entries already given.
SMILES	MEKK2wt PB1 HTS	OXTR ag	GPR7 antagonist	MEKK3 PB1 HTS	NALP1 yeast inh	GalR3 antagonist	MEKK2 mut-MEK5	PHOSPHO1 inh	V1R ag counter
Cc1ccc(S(=O)(=O)c2c(C)nn(C(C)(C)C)c2OC(=O)c2ccco2)cc1	99	-2.5	14	98	13	9	2	29	-1.3
Cc1ccc(NC(=O)Cn2nnc(C(=O)NCc3ccccc3)c2N)cc1C	99	1.2	1	102	2	-2	0	4	1.1
O=C(c1ccc2ccccc2n1)N(CCO)Cc1ccccc1	103	-0.2	-6	103	9	-5	0	-16	-1.4
Cc1ccc(CNC(=O)COC(=O)CCC(=O)c2cccs2)cc1	92	-0.5	1	96	8	4	-8	16	-0.5
CC1CN(C(=O)CCC(=O)NCc2ccc(Cl)cc2)c2ccccc2O1 (configuration not stated)	101	2.0	8	102	7	.	4	23	3.0
CCOc1ccc(C(C(=O)NCCC(C)C)N(CCO)C(=O)c2snc(C(N)=O)c2N)cc1 (configuration not stated)	110	-1.3	-7	103	-4	-2	8	35	-0.2

Additional entries.
SMILES	MEKK2wt PB1 HTS	OXTR ag	GPR7 antagonist	MEKK3 PB1 HTS	NALP1 yeast inh	GalR3 antagonist	MEKK2 mut-MEK5	PHOSPHO1 inh	V1R ag counter
CCc1c(C)nc(N)n2c(SCC(=O)N3CCCc4ccccc43)nnc12	88	0.4	-14	83	37	-3	-9	-7	-0.4
CC(C(=O)c1ccccc1)[n+]1cccc(C(N)=O)c1 (configuration not stated)	96	-0.1	-8	94	2	-3	4	6	0.5
O=C(Nc1ccc(S(=O)(=O)N2CCC(C(=O)NC3CCCCC3)CC2)cc1)c1ccco1	100	-2.3	3	104	5	1	1	-7	-0.6
O=C(NC1CCN(S(=O)(=O)c2ccccc2F)CC1)c1cccnc1	99	0.7	-5	100	18	-9	-2	19	0.4
Cn1c(=O)[nH]c(=O)c2c1nc(N1CCCCC1)n2C/C=N/NC(=O)c1cc(Br)ccc1O	95	3.9	-13	94	13	-6	-5	24	6.0
CC(C)Cc1cc(C(=O)N2CCN(C(c3ccccc3)c3ccccc3)CC2)no1	100	-1.7	-14	103	1	1	7	-26	0.0
CC[n+]1c(/C=C/c2ccc(OC(C)=O)c(OC)c2)ccc2ccccc21	110	.	-15	106	24	-9	5	1	.
CCCCCCC(=O)NC(Nc1ccc(S(N)(=O)=O)cc1)C(Cl)(Cl)Cl (configuration not stated)	98	-2.3	-9	97	23	-1	-4	-3	1.6
CCOC(=O)/C=C1\CN(C(C)c2ccccc2)S(=O)(=O)c2ccccc21 (configuration not stated)	110	-1.7	0	104	-6	-2	-1	-36	-0.6
Cc1cc(OCCCCOc2ccc(S(N)(=O)=O)c(C)c2)ccc1S(N)(=O)=O	106	7.1	11	107	6	-9	9	.	11
Cc1ccc(OCc2nc(C#N)c(N3CCCC3)o2)cc1	109	-1.7	-5	105	-6	-4	6	3	-1.1
COc1cccc(NC(C)=[N+](C)CCNS(=O)(=O)c2ccc(Cl)cc2)c1	97	-0.6	2	97	7	-2	-2	-9	0.5
Cc1ccccc1OCC(=O)NC1=NCCS1	106	3.6	-1	100	6	-5	2	2	-0.3
CCCCn1c(N)c(NCc2ccccc2OC)c(=O)[nH]c1=O	97	1.3	-4	98	8	-1	-10	-53	1.1
COc1ccc(OC)c(C(=O)c2ccc(C(=O)Nc3ccccc3)cc2)c1	101	-0.8	-4	101	15	6	12	-1	1.8
Cc1ccc(OCCOCCn2ccnc2)c(Br)c1	99	1.3	1	94	-6	0	-2	-121	1.9
CCCOc1ccc(C(=O)NCCC(=O)NCCCC(=O)O)cc1	124	0.8	-9	130*	13	-6	22	33	-0.4
CS(=O)(=O)c1ccccc1C(=O)Nc1cccc2ncccc12	101	0.8	13	102	0	-7	-1	0	2.2
O=C(Nc1cccc(-c2cn3ccsc3n2)c1)c1ccccc1	101	-0.9	-2	101	13	-1	1	48	0.4
Cc1cc(Nc2ccc(Br)cc2)nc(-c2ccccc2O)n1	124	0.8	-9	110	-38	-3	11	24	1.7
O=C1c2ccccc2C(=O)N1CCn1ccnc1	103	1.1	-5	104	4	-9	2	44	0.0
Cc1cccn2c(CN(C)C3CCCc4ccccc43)c(C(=O)N3CCOCC3)nc12 (configuration not stated)	95	1.1	5	98	4	-3	-8	32	0.5
Cc1c(Br)c([N+](=O)[O-])nn1CC(=O)NC1CCCCCC1	93	1.6	19	98	-3	-12	0	40	2.2
CN(C)C(=O)CN1C(=O)C2CC=C(Cl)CC2C1=O (configuration not stated)	.	0.1	-4	.	10	0	.	-7	1.4
O=S1(=O)N=C(N/N=C/c2ccco2)c2ccccc21	110	0.4	4	104	-13	-5	8	-4	1.6
CCc1ccc(Nc2nnc(SCC(=O)NC(=O)c3cccn3C)s2)cc1	110	-2.5	9	116	11	-5	5	-59	-1.3
CNC(=O)c1[nH]cnc1C(=O)Nc1cccc(OC)c1	93	32*	-3	88	21	3	-10	-7	0.5
CC(C)(C)C1=Nn2c(nnc2-c2ccccc2F)SC1	109	-1.2	-4	104	-6	.	4	9	-0.7
